Screening results from PubChem BioAssay.
Glioma ERSR ind – qHTS for Inducers of the Endoplasmic Reticulum Stress Response (ERSR) in Human Glioma: qHTS; U87-MG GRP78 promoter luciferase reporter, 16 h; Potency, µM, for the others: at the top dose activation, usual class: activators; hit rate 0.02% among 420,000; note: potency is the fitted concentration of half-maximal effect; series mostly up to about 76 µM; % of control where 0% means no effect; nearly all actives have a fitted effect of over 35% in size
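Stably transfected U87-MG human glioma cells carrying a GRP78-based luminescent sensor were seeded at 1000 cells/well, pin-dosed with compounds and incubated 16 h. Luciferase reagent was then added, and end-point luminescence was read after 10 min at room temperature.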
D1 PAM – Potentiators of Human D1 Dopamine Receptor: qHTS. D(1A) dopamine receptor (Homo sapiens), P21728. HEK293 TREx D1 cells, calcium flux, dopamine EC20 potentiation. potentiation, % at 10 µM. hit rate 0.036% among 360,000. AID 504651, 2011; in the data active = potentiation above about 30%; note: 0% is about no effect
Vif-A3G inh – qHTS for Inhibitors of Vif-A3G Interactions: qHTS; Potency, µM (series often up to 46.1 µM), without a hit: top-dose activity, negative = active, usual class: inhibitors; HeLa A3G-eYFP + Vif (tagged APOBEC3G with the HIV-1 protein that degrades it), YFP fluorescence, overnight; hit rate 0.076% among 410,000; DNA dC->dU-editing enzyme APOBEC-3G (Homo sapiens), Q9HC16;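 note: potency is the fitted concentration of half-maximal effect; % is set by controls: 0 for no effect and ±100 for the full control effect; nearly all actives have a fitted effect of over 60% in size; hits raise eYFP signal because A3G escapes Vif-driven loss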
Target sequence (Q9HC16 whole entry, looked up): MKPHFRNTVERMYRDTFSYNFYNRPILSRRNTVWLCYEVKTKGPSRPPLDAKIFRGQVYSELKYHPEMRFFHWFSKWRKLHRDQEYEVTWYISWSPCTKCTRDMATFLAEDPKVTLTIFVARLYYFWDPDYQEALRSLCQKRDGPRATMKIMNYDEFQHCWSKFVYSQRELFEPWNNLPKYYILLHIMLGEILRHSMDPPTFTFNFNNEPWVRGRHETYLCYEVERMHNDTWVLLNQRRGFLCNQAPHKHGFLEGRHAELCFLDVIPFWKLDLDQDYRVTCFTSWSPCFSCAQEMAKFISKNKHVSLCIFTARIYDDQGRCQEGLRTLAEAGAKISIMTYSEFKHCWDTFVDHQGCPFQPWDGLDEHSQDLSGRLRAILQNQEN
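Read-out is eYFP fluorescence (Ex 488/Em 500-530) from Vif-expressing HeLa A3G-eYFP cells; more signal means A3G escaped Vif-mediated degradation. Cells plated overnight, compound pinned in, incubated overnight at 37 deg C.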
LDHA block – qHTS assay for inhibitors of human lactate dehydrogenase; AID 1347041, 2019; activity change, % (values are at about 110 or 230 µM); L-lactate dehydrogenase A chain (Homo sapiens), P00338; hit rate 0.15% among 480,000; purified LDHA, NADH/diaphorase-resazurin fluorescence; stronger effect = lower value; in the data active = activity change below about -30%; inconclusive = mostly about -25% to -30%;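 note: plate controls were DMSO wells for no effect and wells without enzyme for full effect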
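Remaining NADH was detected by diaphorase (0.133 mg/mL) converting 37 µM resazurin to fluorescent resorufin, read at 0 and 20 minutes. The preceding 5-minute room-temperature reaction used 2 nM LDHA, 0.2 mM sodium pyruvate and 0.06 mM NADH at pH 7.4.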
RXFP1 ag – qHTS Assay for Agonists of the Relaxin Receptor RXFP1 | Relaxin receptor 1 (Homo sapiens), Q9HBX9 | HEK293T-RXFP1 cAMP TR-FRET, 30 min; response scale: percent of porcine relaxin response, buffer zero | Potency, µM (series often up to 57.5 µM), inactives show at the highest dose activation, hits mostly activators | hit rate 0.3% among 370,000; note: potency is the fitted concentration of half-maximal effect; % is set by controls: 0 for no effect and ±100 for the full control effect; nearly all actives have a fitted effect of over 60% in size; many of its hits are not listed in these tables
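cAMP rise read by TR-FRET after 30 min, 37C compound exposure (up to 58 uM) in RXFP1-transfected HEK293 cells with Ro 20174 present. EC50 from Hill-equation fits, with 29 nM porcine relaxin as 100% and buffer as basal.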
D1 antag – Antagonist of Human D 1 Dopamine Receptor: qHTS | hit rate 3.2% among 360,000 | D(1A) dopamine receptor (Homo sapiens), P21728 | activity change, negative = inhibition, % at 10 µM | HEK293 TREx D1 cells, calcium flux, dopamine EC80; stronger effect = lower value | AID 504652, 2011; in the data active = activity change below about -30%; note: % is set by controls: 0 for no effect and ±100 for the full control effect
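Antagonism measured as reduced calcium response to an EC80 dopamine addition following 180 s compound pre-read; cells were inducible HEK293 Trex D1 plated overnight at 30 C, read kinetically at 1 cycle/sec.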
Vif-APOBEC3F blk – qHTS for Inhibitors of Vif-A3F Interactions: qHTS; HeLa A3F-eYFP + Vif (tagged APOBEC3F with the HIV-1 protein that degrades it), YFP fluorescence increase; Potency, µM (titrated, usually from 46.1 µM), inactives show top-dose activity, negative = active; hit rate 0.2% among 390,000; AID 602313, 2012; note: potency is the fitted concentration of half-maximal effect; % of control where 0% means no effect; nearly all actives have a fitted effect of over 65% in size
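Fluorescence increase (Ex 488/Em 500-530) after overnight compound treatment at 37 deg C flags inhibition of Vif-driven A3F-eYFP loss in stable HeLa A3F-eYFP/Vif cells seeded overnight beforehand.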
D1 agonist – Allosteric Agonists of the Human D1 Dopamine Receptor: qHTS; AID 504660, 2011; HEK293 T-REx D1 cells, calcium flux, agonist mode; hit rate 1% among 360,000; D(1A) dopamine receptor (Homo sapiens), P21728; activation, % at 2 µM; in the data active = activation above about 30%; note: 0% is about no effect
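Tetracycline-induced HEK293 TREx D1 cells, force-coupled to calcium signalling, were dye-loaded with a no-wash calcium kit. Compound was pin-added after a 10 s baseline. Fluorescence was read kinetically at 1 cycle/s for 180 s, with calcium rises flagged as agonism.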
D2 potentiator – HTS Assay for Positive Allosteric Modulators of the Human D2 Dopamine Receptor: Primary Screen for Potentiators. D(2) dopamine receptor (Homo sapiens), P14416. HEK293 T-REx D2, calcium flux, EC20 dopamine potentiation. potentiation, % at 10 µM. hit rate 0.34% among 340,000. AID 485347, 2010;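 active = potentiation over 3 SD above the plate norm, cut at about 30% in these data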; note: 0% is about no effect
Target sequence (P14416 whole entry, looked up): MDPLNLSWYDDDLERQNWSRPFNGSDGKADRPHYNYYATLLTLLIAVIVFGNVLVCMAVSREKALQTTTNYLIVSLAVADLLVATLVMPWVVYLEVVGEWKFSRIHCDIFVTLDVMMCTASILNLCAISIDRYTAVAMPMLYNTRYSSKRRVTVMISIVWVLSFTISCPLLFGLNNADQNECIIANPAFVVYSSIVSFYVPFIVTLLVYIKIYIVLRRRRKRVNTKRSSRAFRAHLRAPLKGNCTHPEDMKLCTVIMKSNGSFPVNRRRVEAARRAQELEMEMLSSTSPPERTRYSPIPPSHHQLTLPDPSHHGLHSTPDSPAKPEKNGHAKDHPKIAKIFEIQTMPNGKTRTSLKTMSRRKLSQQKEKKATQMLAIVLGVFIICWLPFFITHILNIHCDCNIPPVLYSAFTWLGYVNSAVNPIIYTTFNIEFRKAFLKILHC
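Primary screen. Calcium kinetics in induced HEK293 T-REx D2 cells: compound pre-addition 180 s, EC20 dopamine, 180 s more.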
An asterisk follows results filed as active; ? = inconclusive; / = no result given; & = joins results of further samples. Unless noted, calls come from the whole dose curve; as a rule, active = well fitted curve in the direction sought with a large enough effect; inconclusive = small, poorly fitted or top-dose-only effect, or another doubt; inactive = no such curve, though single readings can be large; an effect the other way counts as inactive or inconclusive.

structure | Glioma ERSR ind | D1 PAM | Vif-A3G inh | LDHA block | RXFP1 ag | D1 antag | Vif-APOBEC3F blk | D1 agonist | D2 potentiator
CN(C(=O)CCc1nnc(Cc2ccc(-c3ccccc3)cc2)o1)C1CCOCC1 | 5% | -4 | 0% | -6 | 2.5% | 6 | 7% | 2 | 3
O=C(COc1ccc(C(=S)N2CCOCC2)cc1)Nc1ccccc1C(F)(F)F | 3% | -2 | 0% | -3 | -0.9% | -2 | -3% | 9 | -13
O=C(COC(=O)CCc1ccc(S(=O)(=O)N2CCCCC2)cc1)Nc1ccc2c(c1)OCO2 | 2% | -9 | -2% | 8 | -0.6% | -20 | 1% | 4 | -11
Cc1nc2ccc(S(=O)(=O)NCC(=O)N3CCC(C)CC3)cc2s1 | 0% | 1 | -3% | -2 | 1.0% | 10 | -22% | 5 | /
CCOC(=O)N1CCN(C(=O)CN(C2CCCCC2)S(=O)(=O)c2c(C)cc(C)cc2C)CC1 | -2% | 8 | -10% | 0 | 1.3% | -8 | -4% | 3 | -8
N#Cc1nc(-c2ccco2)oc1NCc1ccc(F)cc1 | -3% | -9 | -1% | -3&8 | 0.3% | -3 | 0% | 2 | /
CCOC(=O)c1c(C)[nH]c(NC(=O)NNC(=O)c2ccc(OC)cc2)c1C | -3% | / | 0% | -14 | 0.5% | -1 | 0% | 2 | 2
COC(=O)Cn1cnc2ccccc2c1=O | -2% | -3 | 2% | -1 | -1.8% | 5 | 0% | 2 | -5
Cc1ccc(Cl)cc1N1CCN(C(CC(C)C)c2nnnn2CC2CCCO2)CC1 (centres undefined) | 8% | 3 | 0% | -4 | 3.0% | 26 | -8% | 1 | -9
CCN(C(=O)c1ccc(NC(C)=O)cc1)c1ccccc1 | -6% | -3 | 1% | -6 | 0.2% | -8 | -13% | 2 | -6
COc1ccc(CNC(=O)CN(C)Cc2ccc(SC)cc2)cc1 | -4% | -1 | 1% | 0 | -2.8% | -9 | 2% | -4 | -11
CCOC(=O)Cc1c(C)nc2c(-c3cccc(Br)c3)cnn2c1C | 0% | -1 | 0% | -1 | 3.6% | 24 | -14% | 1 | 3
CC(=O)Nc1ccc(S(=O)(=O)N2CCC(C(=O)O)(c3ccccc3)CC2)cc1 | -4% | -5 | 0% | -1 | 1.0% | -14 | -2% | 0 | 5
CC(=O)Nc1ccc(N2C(=O)CC(c3ccccc3)CC2=O)cc1 | -1% | -1 | 0% | -5 | -0.4% | 21 | 4% | 3 | 20
CCCCN1C(=O)c2[nH]nc(-c3ccccc3O)c2C1c1cccc(OCc2ccccc2)c1 (centres undefined) | ? | 4 | -29% | -9 | 1.4% | 7 | 1% | 0 | /
COc1ccc(CNS(=O)(=O)c2c(C(=O)N3CCCCC3)c(C)n(C)c2C)cc1 | -5% | 3 | 2% | -1 | 7.5% | -3 | 3% | 4 | 21
COc1ccccc1N1CCN(C(=O)Cc2ccc(Cl)cc2)CC1 | -2% | -3 | -12% | 2 | 0.4% | -20 | 10% | 5 | -5
CCC(=O)c1cc(Br)ccc1OCC(=O)N1CCN(S(=O)(=O)c2ccccc2)CC1 | -2% | / | -8% | -11 | / | / | 3% | / | /
Cc1cccc(-c2cc(C(=O)N/N=C/c3cccnc3)c3ccccc3n2)c1 | 3% | / | -6% | -15 | / | / | ? | / | /
Cc1ccc(Cn2ccnc2C(=O)Nc2ccccc2)cc1 | 5% | 0 | -5% | 1 | 0.9% | -22 | -13% | 2 | -3
CN(C)S(=O)(=O)c1ccc(C(=O)Oc2ccccc2)cc1 | -2% | -3 | 4% | -2 | 1.8% | -1 | 1% | 8 | -9
COc1cccc(CNn2cnnc2)c1OCc1ccccc1F | -3% | 2 | -2% | -19 | 0.0% | -2 | -1% | 1 | -1
Cc1nc(C(=O)NCc2ccccc2)sc1C1(C)CC(c2cccc([N+](=O)[O-])c2)=NO1 (centres undefined) | -3% | 3 | 2% | -8 | -2.7% | 8 | 3% | 8 | 16
COC(=O)CC1=NN(c2nc3ccccc3s2)C(=O)/C1=C/N(C)C | -1% | 0 | 3% | -6 | 2.3% | 12 | 8% | 3 | 12
Cc1ccc(-n2[nH]c3c4c(ccc3c2=O)C(=O)c2ccccc2C4=O)cc1 | -3% | 5 | 3% | 2 | -0.7% | 11 | -5% | 2 | -8
O=C1OCCC1Sc1ncnc2sc3c(c12)CCC3 (centres undefined) | -5% | -2 | -5% | -2 | 8.3% | 1 | -3% | 0 | /
CC(C)NC(=O)c1nc2c(nnn2Cc2cccc(Cl)c2)c(=O)[nH]1 | -4% | -6 | 7% | -3 | -0.1% | 0 | 2% | 3 | -2
O=C(Nc1ccn(CCCN(CCCn2ccc(NC(=O)OCc3ccccc3)nc2=O)CCc2cc3ccccc3[nH]2)c(=O)n1)OCc1ccccc1 | 0% | / | -1% | -4 | / | / | 3% | / | /
CC(C)N1CCN(Cc2nc3ccccc3s2)CC1CCO (centres undefined) | -5% | -3 | 5% | -5 | 1.5% | 2 | -15% | 1 | -3
N#Cc1cccc2c1-c1ccccc1/C2=N/NC(N)=O | -1% | -11 | -13% | -5 | 1.5% | -2 | 3% | 2 | 1
COC(=O)c1ccc(C2C(C(=O)c3ccc(C)o3)=C(O)C(=O)N2c2cc(C)on2)cc1 (centres undefined) | 0% | 3 | 0% | 2 | ? | 5 | 3% | 8 | -5
c1ccc2c(CNn3cnnc3)cccc2c1 | -1% | -5 | -8% | -6 | -0.1% | 16 | 1% | 4 | 2
COCCNS(=O)(=O)c1ccc(-c2ccc(S(=O)(=O)NCCOC)cc2)cc1 | 6% | -1 | -2% | -10 | 2.8% | 4 | -8% | 3 | 18
COc1ccc(N(CC(=O)NCCSCc2cccc(Cl)c2)S(C)(=O)=O)cc1 | -1% | 0 | -1% | -1 | -2.5% | -13 | -8% | 7 | 6
Cc1cc(C)nc(NS(=O)(=O)c2ccc(NC(=O)C3CC(=O)N(c4ccccc4)C3)cc2)n1 (centres undefined) | -3% | -6 | 2% | -2 | -0.4% | 7 | 3% | 3 | -1
Cc1cc(C)c2nc(SC3CCOC3=O)cc(C)c2c1 (centres undefined) | -7% | 1 | -7% | -4 | 20% | -3 | -6% | 3 | 2
COC(=O)c1nn(-c2ccc(OC)cc2)c(=O)cc1Sc1ccc(C)cc1 | -5% | 5 | -2% | -12 | -0.9% | -7 | -11% | 1 | 7
C/C=C(\C)CN1CCN(c2ccccc2)CC1 | -3% | -2 | -4% | -2 | 0.7% | -24 | 0% | 3 | -21
O=C(CSc1nnc(Cc2ccccc2)n1Cc1ccccc1)NCc1ccco1 | -11% | 4 | -1% | 3 | -0.3% | -6 | -2% | 2 | 3
COc1ccc(C(=O)Nc2ccccc2C(=O)NCCCn2ccnc2)cc1 | 2% | 12 | 0% | -7 | 0.2% | -25 | 1% | 2 | -3
CCCNC(=O)c1ccc2c(c1)nc(C)n2-c1cccc(C)c1 | -1%&-2% | -5&1 | -5%&3% | -5&0 | 6.4%&2.4% | -17&-7 | ? | 1&-3 | 11&-10
CCOc1ccc(N(C)S(=O)(=O)c2cc(-c3cc(C)no3)ccc2OC)cc1 | -1%&-1% | -3&-6 | -5%&3% | 4&9&5 | 0.0%&19% | -6&-22 | -2%&-2% | 2&14 | 7&0
Cc1noc(C)c1COc1cccc(C(=O)Nc2ccc3c(c2)OCO3)c1 | 3% | -10 | ? | 2 | 1.0% | -26 | -5% | 2 | -16
O=C(CN(Cc1ccccc1Cl)S(=O)(=O)c1ccc(Cl)cc1)N/N=C/c1ccc(C(=O)O)cc1 | 0% | 0 | -7% | -12 | -0.9% | 0 | -1% | 4 | -7
N#CC1=C(SCC(N)=O)NC2=C(C(=O)c3ccccc32)C1c1ccc(Cl)cc1 (centres undefined) | -3% | -2 | -7% | -5 | -2.3% | -3 | 1% | 1 | 11
O=c1[nH]c(-c2cccnc2)nc2ccccc12 | -5% | -9 | 1% | -3 | 1.7% | 0 | 1% | 0 | -1
CCOC(=O)c1c(NC(=O)COc2ccccc2Br)sc2c1CCCCC2 | -3% | -1 | 1% | 2 | -1.4% | -11 | 8% | 3 | 0
Cc1ccc(NC(=O)CCN2C(=O)c3ccncc3C2=O)cc1 | -6% | -6 | 2% | -4 | -0.5% | 8 | 4% | 0 | 26
CC1=C(C(=O)Nc2ccccc2)C(c2ccc(Cl)cc2)n2c(s/c(=C/c3cccc(OCC(=O)O)c3)c2=O)=N1 (centres undefined) | ? | -1 | 2% | -5 | 1.6% | 0 | 0% | 6 | 11
Cc1ccc(C(=O)NC(=S)Nc2nc(-c3cccc([N+](=O)[O-])c3)cs2)c(Cl)c1 | -9% | 0 | 2% | -4 | 2.9% | 6 | 8% | 1 | /
Cc1ccccc1-n1c(=O)c2ccccc2n2nnnc12 | -4% | 1 | 2% | -9 | 1.5% | -7 | -10% | 2 | -7

Whole records, looked up by structure. Order of values: Glioma ERSR ind, D1 PAM, Vif-A3G inh, LDHA block, RXFP1 ag, D1 antag, Vif-APOBEC3F blk, D1 agonist, D2 potentiator
COc1ccc(N(CC(=O)NCCSCc2cccc(Cl)c2)S(C)(=O)=O)cc1 is entered as -1%, 0, -1%, -1, -2.5%, -13, -8%, 7, 6
Cc1ccccc1-n1c(=O)c2ccccc2n2nnnc12 is entered as -4%, 1, 2%, -9, 1.5%, -7, -10%, 2, -7

Some of the compounds tested; the hit share may differ from the screen's.
